CBFb RUNX1 block = inhibitors of human CBF-beta and RUNX1 interaction. Potency, µM (highest dose often 59.8 µM), for inactives: top-dose activity, negative = inhibition, most hits filed as inhibitors. 230,000 tested, under 10 active. Q01196+Q13951. AlphaScreen CBFb-His/RUNX1-biotin binding, biochemical; further: % of control where 0% means no effect
Target sequence (Q01196 whole entry, looked up): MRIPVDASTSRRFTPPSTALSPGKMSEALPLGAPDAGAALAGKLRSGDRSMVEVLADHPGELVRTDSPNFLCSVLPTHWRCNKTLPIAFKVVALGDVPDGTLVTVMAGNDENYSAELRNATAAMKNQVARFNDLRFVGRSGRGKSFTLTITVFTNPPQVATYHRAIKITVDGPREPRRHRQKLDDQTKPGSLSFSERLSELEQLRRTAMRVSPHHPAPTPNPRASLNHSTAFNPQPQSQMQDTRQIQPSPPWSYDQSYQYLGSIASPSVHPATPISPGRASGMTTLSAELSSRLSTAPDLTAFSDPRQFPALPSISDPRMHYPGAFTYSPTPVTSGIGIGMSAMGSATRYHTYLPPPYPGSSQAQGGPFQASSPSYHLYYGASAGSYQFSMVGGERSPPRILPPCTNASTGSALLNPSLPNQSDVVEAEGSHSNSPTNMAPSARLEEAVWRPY
Target sequence (Q13951 whole entry, looked up): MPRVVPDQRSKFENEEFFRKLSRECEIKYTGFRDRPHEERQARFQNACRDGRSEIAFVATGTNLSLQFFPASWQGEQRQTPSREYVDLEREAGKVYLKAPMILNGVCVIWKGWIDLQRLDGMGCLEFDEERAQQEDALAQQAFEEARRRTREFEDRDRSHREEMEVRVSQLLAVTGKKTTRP
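CBFb-His/RUNX1-biotin, 30 nM each, preincubated 20 min RT; compound 15 min RT; Ni + streptavidin beads 50 ng each, 90 min RT; AlphaScreen read.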
Luc counter = counter-screen: inhibitors of Kinase-Glo firefly luciferase. Kinase-Glo luciferase, ATP luminescence, 8 min. 200,000 compounds, 0.28% hits. Q27757. Potency, µM (series often up to 38.3 µM), for the others: top-dose activity change, negative = inhibition, most hits filed as inhibitors; further: potency means the concentration at half of the fitted maximal effect; on the % scale 0 is the no-effect control and ±100 the full control effect; nearly all actives have a fitted effect of over 60% in size
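Recombinant Kinase-Glo luciferase, 10 uM ATP (linear range), luciferin; imidazole pH 7.2 / KCl / MgCl2 / Tween / BSA buffer; 8 min RT; luminescence.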
Lamin A splicing = changes lamin A minigene splicing in HeLa cells | HeLa LMNA splicing GFP/RFP minigene ratio, 48 h | AID 1487 | Potency, µM (titrated, usually from 46.1 µM), for the others: at the top dose ratio change, negative = inhibition, most hits filed as inhibitors | 200,000 compounds, 0.01% hits; active means well fitted inhibition curve with a large enough effect in the signal ratio, with a control signal flat, not every such curve was filed as active; inconclusive means small, poorly fitted or top-dose-only effect, or effect the other way, or a change in a side signal; the % refers to the signal ratio; further: potency means the concentration at half of the fitted maximal effect; on the % scale 0 is the no-effect control and ±100 the full control effect
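S3 HeLa cells stably expressing lamin A-EGFP splicing minigene plus DsRed2, 600 cells/well, 48 h compound exposure at 37C. Laser-scanning cytometry; analysed as GFP (500-530 nm)/RFP (575-640 nm) total intensity ratio; 0.5% DMSO vehicle.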
SMN2 splice enh = increases expression of the SMN2 splice variant | HEK293 SMN2-luciferase splicing reporter, luminescence, 30-36 h | 210,000 compounds, 2.8% hits | AID 1458 | Potency, µM (titrated, usually from 46.1 µM), for inactives: at the highest dose activity change, positive = activation, hits mostly activators; further: potency means the concentration at half of the fitted maximal effect; % of control where 0% means no effect; nearly all actives have a fitted effect of over 55% in size
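qHTS luciferase splicing reporter: luminescence rises when SMN2 exon 7 is included in transfected HEK293 cells. Compound exposure lasted 30-36 h at 37C, with 4.5 mM final sodium butyrate as control, followed by a ONE-Glo read.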
HTT aggregate = reduces HttQ103-GFP aggregates in PC12 cells; PC12 HttQ103-GFP aggregates, Acumen cytometry, 40 h; Potency, µM (series often up to 46.1 µM), for inactives: at the top dose activity change, negative = inhibition, hits mostly inhibitors; 220,000 compounds, 1.1% hits; AID 1688; further: potency means the concentration at half of the fitted maximal effect; on the % scale 0 is the no-effect control and ±100 the full control effect; nearly all actives have a fitted effect of over 60% in size
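Ecdysone-promoter PC12 model expressing HTT exon 1 Q103 fused to GFP, induced by tebufenozide at 100 nM final. Compounds titrated; aggregates sized 1–25 µm scored on a 488 nm laser cytometer.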
HTT cytoprotect = cytoprotection in Huntington HTT-Q103 PC12 cell model; 230,000 compounds, 0.14% hits; AID 1471; Potency, µM (doses to about 56.4 µM), for the others: cytoprotection (ATP increase), hits mostly activators; PC12 HTT-Q103 induced, cytoprotection, ATP luminescence, 40 h;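 further: potency means the concentration at half of the fitted maximal effect; % of control where 0% means no effect; nearly all actives have a fitted effect of over 45% in size; toxic huntingtin expression switched on by the ecdysone agonist tebufenozide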
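ATP quantification (ATPlite) reports survival of PC12 cells in which tebufenozide, 100 nM final, switches on Htt exon 1 with 103 glutamines linked to GFP; compounds are titrated.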
IMPase Li inh = IMPase inhibition in cells with lithium potentiation; Potency, µM (highest dose often 59.4 µM), for inactives: at the highest dose activity, negative = IMPase inhibition, hits mostly inhibitors; CHO-M1 cells, IP1 TR-FRET (IP-One), carbachol + lithium; 210,000 compounds, 0.35% hits; AID 1457;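 further: IP1 builds up when IMPase is blocked and the TR-FRET signal falls; potency means the concentration at half of the fitted maximal effect; plate controls were basal vehicle for no effect and high inhibitor control for full effect; nearly all actives have a fitted effect of over 50% in size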
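IP1 accumulation measured by competitive TR-FRET in lysed CHO-M1 cells after 30 min compound exposure at 37C, with a small lithium addition to potentiate weak responses. Hill-equation AC50 from ratio and donor-channel data.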
The depositor's hits bear a star; ? = inconclusive; . = no result given; & = joins results of further samples; [ ] = dose if it differs, or a comment. Unless noted, the call rests on the fitted dose curve; in most records, active means well fitted curve in the direction sought with a large enough effect; inconclusive means small, poorly fitted or top-dose-only effect, or another doubt; inactive means no such curve, though single readings can be large; an effect the other way counts as inactive or inconclusive. Not a hit list. About 4% of those tested had a hit in this group.

Each structure is followed by: CBFb RUNX1 block | Luc counter | Lamin A splicing | SMN2 splice enh | HTT aggregate | HTT cytoprotect | IMPase Li inh
CCOc1ccc(NC(=O)c2ccco2)c([N+](=O)[O-])c1
  -16% | 0% | -6% | 14µM* | -15% | -4%[10 µM] | 1%
O=C(Nc1ccc(Oc2c(F)c(F)c(F)c(F)c2F)cc1)OC1CCN2Cc3ccccc3N=C12 (stereo not given)
  4% | . | ? | . | -6%[9.22 µM] | -36%[10 µM] | .
Cc1ccc(C)c2[nH]c(=O)c(C(c3nnnn3CCc3ccccc3)N3CCOCC3)cc12 (stereo not given)
  -5% | -2% | 1% | -10% | -11% | -11%[10 µM] | -12%[38.3 µM]
COc1cccc(-n2c(CN3CCN(c4ccccn4)CC3)nc3ccc([N+](=O)[O-])cc3c2=O)c1
  -18% | 3% | . | 11% | -18% | -50%[inhibitor] | -2%
CSc1nc2nccc(-c3ccc(Oc4ccccc4)cc3)n2n1
  10% | -1% | -2% | -21% | ? | -15% | 26%[38.3 µM]
Nc1cc(S(=O)(=O)Nc2ccc(Cl)cc2)ccc1N1CCOCC1
  0% | . | . | . | 15%[9.22 µM] | 33%[10 µM] | .
CCOc1ccc(NC(=S)NCCCN2CCN(c3ccc(OC)cc3)CC2)cc1
  -15% | 8% | -6%[46 µM] | -56%[inhibitor] | -17% | -10% | -6%
C/C(=N\NC(=S)NC1CCCCC1)c1c(F)cccc1F
  ? | -1% | ? | -32%[inhibitor] | ? | -44%[inhibitor] | 36%[activator]
O=C(Nc1cc(-c2ccccc2)[nH]n1)c1ccccc1
  9% | . | . | . | 8%[9.22 µM] | -6%[10 µM] | .
O=C(CSc1nc2ccccc2n1CC(=O)N1CCCC1)Nc1nccs1
  5% | -1% | -6% | ? | -6% | 2% | 20%[38.3 µM]
COC(=O)C1=C(C(=O)OC)[C@@H]2N(Cc3ccccc3)c3ccccc3[C@@]23C[C@@H](C(=O)OC)N(C(=O)c2ccc(Br)cc2)C3=N1
  -6%[13.1 µM] | 1%[7.66 µM] | -22%[9.22 µM] | -3%[9.22 µM] | . | -9%[10 µM] | -11%
C/C(=N/NS(C)(=O)=O)c1ccc2ccccc2c1
  -2% | 1% | -8% | 18% | -2% | -7% | -4%[38.3 µM]
CC(=O)Nc1ccc(NS(=O)(=O)c2ccc(-c3csc(C)n3)s2)cc1
  2% | . | . | . | -15%[9.22 µM] | 5%[10 µM] | .
Cc1cc(S(=O)(=O)NCc2cccs2)ccc1-n1cnnn1
  9% | 0% | 0% | 6% | -13% | -2%[10 µM] | 2%
O=C(/C=C/c1cccc([N+](=O)[O-])c1)NC(=S)Nc1ccccc1C(=O)O
  -2% | 9% | . | 8% | ? | -3% | 9%
CCOC(=O)c1c(-c2ccc(C)cc2)csc1NC(=O)CCN1CC(C)OC(C)C1 (stereo not given)
  11% | -2% | ? | -100%[inhibitor] | -3% | -18%[10 µM] | -8%
CC1=C(C(=O)NC(C)c2ccccc2)C2(CCC(C)CC2)OC1=O (stereo not given)
  11% | . | . | . | 12%[9.22 µM] | 9%[10 µM] | .
CC(=O)Nc1cc(C(C)(C)C)c(O)c(C(C)(C)C)c1
  0% | 1% | 12% | 2% | 1% | -10% | 6%[38.3 µM]
COC(=O)CC(N)c1ccc(OC)c2ccccc12 (stereo not given)
  -1% | 1% | -5% | 7% | 1%[9.22 µM] | 6% | -5%[38.3 µM]
O=C(Nc1ccccc1)OC1CCCCc2cccnc21 (stereo not given)
  8% | . | . | . | 5%[9.22 µM] | -3%[10 µM] | .

Following part:
Each structure is followed by: CBFb RUNX1 block | Luc counter | Lamin A splicing | SMN2 splice enh | HTT aggregate | HTT cytoprotect | IMPase Li inh
Oc1cc2c(cc1C(c1ccc(Br)cc1)N1CCCC1)OCO2 (stereo not given)
  0% | 2% | . | -38%[inhibitor] | 13%[9.22 µM] | -54% | 6%
N#CCSc1n[nH]c2nc3c(c(=O)n12)C1(CCCC1)Cc1ccccc1-3
  13% | 4% | 5% | 5% | -17% | -23% | -7%[38.3 µM]
CC(C)NC[C@H](O)c1ccc(NS(C)(=O)=O)cc1
  -5%&5%[21.7 µM] | 3% | 3% | 0%[20.6 µM] | . | ? | 23%&-4%
CC1CN(c2cc(-c3ccccc3)c3ccccc3n2)CC(C)O1 (stereo not given)
  ? | -1% | -4% | -29% | -14% | -2%[10 µM] | 19%[38.3 µM]
Cc1cc(C)nc(NC(=O)C(c2ccccc2)c2ccccc2)n1
  0% | -6% | 2% | -18% | -5% | -11% | 5%[38.3 µM]
O=C(Nc1nnc(-c2ccco2)o1)c1cccc(N2C(=O)CCC2=O)c1
  1% | 3% | ? | -21% | ? | -40% | -16%
O=C1[C@@H]2[C@H](C(=O)N1n1cnnc1)[C@H]1C=C[C@@H]2C1
  4% | 0% | -3% | -3% | 9% | 12% | 0%[38.3 µM]
Cc1ccc2nc(SCCCCOc3ccccc3)[nH]c2c1
  20% | -2% | ? | 10% | ? | -4% | 15%[38.3 µM]
OCCNCc1cccc(OCc2ccc(Cl)cc2)c1
  2% | 2% | -18%[46 µM] | 0% | 7% | -45%[inhibitor] | -1%
Cc1ccc(OCC(=O)NC(=S)Nc2ccc(Br)cn2)cc1C
  4% | 5% | 17%[46 µM] | 9% | 1% | -11% | 5%
CO/N=C(\C(=O)N[C@@H]1C(=O)N2C(C(=O)[O-])=C(C[N+]3(C)CCCC3)CS[C@@H]12)c1csc(N)n1
  15%[21.7 µM] | 0%[17.1 µM] | -5% | -7%[20.6 µM] | 11% | ? | -6%
O=c1c(-c2ccc(F)cc2)nc2cnc(N3CCOCC3)nc2n1CCc1ccccc1
  . | . | 11% | . | . | -11% | -7%
O=C1CN(C(=O)COc2ccc(Br)cc2)c2ccccc2N1
  14% | 0% | ? | . | 4%[9.22 µM] | -2%[10 µM] | 4%
O=C(CCN1CCCCC1)Nc1ccc2c(c1)C(=O)c1ccc(NC(=O)CCN3CCCCC3)cc1C2=O
  -13% | 2%[39.9 µM] | . | . | . | ? | 2%
CCc1nnc(NC(=O)CSc2nc3c(cc2C#N)CCC3)s1
  11% | 2% | 2% | 13µM* | 0% | -23% | -5%[38.3 µM]
Oc1cc(Cc2ccccc2)cnc1CN1CCCCC1
  0% | 3% | 8% | -12% | ? | 8% | 21%[38.3 µM]
Cc1cc(C)c(NC(=O)CSc2ccc(-c3cccnc3)nn2)c(C)c1
  -16% | 2% | . | -28% | -7% | 26% | 1%
Cc1c(O)nc2sc3ccccc3n2c1=O
  19% | . | . | . | 1%[9.22 µM] | -13%[10 µM] | .
CSc1ccc(S(=O)(=O)NCCOc2ccccc2C)cc1
  11% | 0% | ? | 9% | -3% | 9% | 25%[38.3 µM]
Cc1cccc(NC(=O)N2CCCC2C(=O)Nc2ccccc2)c1 (stereo not given)
  10% | 3% | ? | . | -10%[9.22 µM] | 21%[10 µM] | 3%

Going on with the list.
Each structure is followed by: CBFb RUNX1 block | Luc counter | Lamin A splicing | SMN2 splice enh | HTT aggregate | HTT cytoprotect | IMPase Li inh
CC(C)N1CC2(c3ccccc3)CN(C(C)C)CC(c3ccccc3)(C1)C2=O
  3% | -1% | 7% | ? | 3% | 8% | 7%[38.3 µM]
CC(=O)Nc1cccc(-c2nc3ccccc3s2)c1
  6% | -3% | 11%[46 µM] | 13µM* | . | . | 0%
CCN(CC)S(=O)(=O)c1ccc(/C=C/C(=O)Nc2ccc(F)cc2F)cc1
  -6% | . | ? | . | -1% | -6%[10 µM] | .
NC(=O)[C@H]1CC2(CC(c3cccc(NC(=O)[C@H]4CCC(=O)N4)c3)=NO2)CN1C(=O)c1ccccc1C(=O)c1ccccc1 (stereo not given in full)
  0% | . | . | . | -14%[9.22 µM] | 7%[10 µM] | .
COc1ccc(N2CCN(C(=O)CCCOc3cc(=O)n(C)c4ccccc34)CC2)cc1
  -5% | -3% | -5% | -8% | 27% | -14% | 0%[38.3 µM]
CC(=O)NC(CC(=O)NC12CC3CC(CC(C3)C1)C2)c1ccccc1 (stereo not given)
  3% | -2% | -7% | -6% | -6% | ? | 4%
Cc1noc(C)c1COc1ccc(C(=O)OCC(N)=O)cc1
  -20% | -3% | 3%[46 µM] | 4% | -9% | -33%[10 µM] | 9%
CC(=O)N1CCN(c2ccc(NC(=O)c3ccc(C)cc3)cc2)CC1
  3% | -2% | -4% | 1% | 12% | 9% | 1%[38.3 µM]
CCN(CC)CCN(C(=O)c1ccc(Br)s1)c1nc2cc3c(cc2s1)OCCO3
  4% | -1% | 16%[9.22 µM] | . | -1% | -19% | 11%
COC(=O)CCCC1=CC2=CC(=O)C(C)(OC(=O)c3cccs3)C(=O)C2=CN1C1CC1 (stereo not given)
  5%[13.1 µM] | -14%[7.66 µM] | 3%[9.22 µM] | -1%[9.22 µM] | 1%[9.22 µM] | ? | 6%
Cc1ccc(-n2nnnc2SC(C)C(N)=O)c(C)c1 (stereo not given)
  1% | -1% | 1% | -16% | -5% | -6% | -3%[38.3 µM]
CN(C)C(=S)Nc1ccc2c(c1)OCCO2
  -5% | . | . | . | -13%[9.22 µM] | 6%[10 µM] | .
CC(C)CN1CCC(C(=O)N2CCN(c3ccccc3F)CC2)CC1
  9% | -1% | -1% | ? | 13% | . | 9%
Cc1cc(-c2nnc(CCC(=O)NC(Cc3ccccc3)c3ccccc3)o2)no1 (stereo not given)
  7% | 7% | . | . | 16% | -27% | 7%
Cc1ccc(OCC(=O)N2CCOCC2)c([N+](=O)[O-])n1
  14% | . | . | . | 20%[9.22 µM] | 23%[10 µM] | .
CCOC(=O)C1(C(F)(F)F)N=C(c2cccnc2)OC(N2CCOCC2)=N1 (stereo not given)
  13% | 1% | 5% | -2% | 2% | -7% | -5%[38.3 µM]
CC(=O)OC(C(=O)NC1CCCCC1)c1ccc(Cl)cc1 (stereo not given)
  1% | -2% | 7% | -20% | 1% | -17% | 23%[38.3 µM]
CC(C)(C)n1nc2c(c1NC(=O)c1ccco1)CS(=O)C2 (stereo not given)
  2% | -2% | 2% | -3% | 2% | -5% | -1%[38.3 µM]
N=C1S/C(=C\c2ccco2)C(=O)N1c1nccs1
  ? | -8% | ? | -36%[inhibitor] | -31% | -81%[inhibitor] | 2%
C=CCNC(=S)/N=c1/ccccn1C
  -1% | . | . | . | 4%[9.22 µM] | 7%[10 µM] | .
CC(=O)c1c(C)nc2ccccc2c1N
  4% | 1% | -1% | 10% | -16% | 18% | 17%[38.3 µM]
